From PubChem BioAssay
Sm TGR block: S. mansoni TGR enzyme inhibition; AID 485364; hit rate 3% among 360,000; Q962Y6; Potency, µM (series often up to 114 µM), for inactives: at the highest dose activity change, negative = inhibition, most hits filed as inhibitors; purified TGR, DTNB reduction, TNB absorbance 405 nm; further: potency means the concentration at half of the fitted maximal effect; nearly all actives have a fitted effect of over 60% in size
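Kinetic colorimetric format: TGR-catalysed, NADPH-driven DTNB reduction monitored via TNB absorbance. Enzyme dispensed at 20 nM; compound exposure 15 min at room temperature before reaction start.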
HCMV inh: blocks human cytomegalovirus replication. HFF cells, HCMV-luciferase reporter, 72 h; active compounds read low. activity change, negative = inhibition, % at 57.5 µM. hit rate 4.5% among 410,000. AID 1259415; in the data active means activity change below about -60%; inconclusive means no clear call, values can overlap the other calls; inactive means above about -39%
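After 16 h attachment at 37C, HFF cells received test compound and HCMV-luciferase (1 PFU/cell); reporter luminescence read 72 h later, data normalized against buffer-only and known inhibitor Salinomycin.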
AMA1-RON2 inh: inhibitors of Plasmodium falciparum AMA1-RON2 interaction; AlphaScreen AMA1-biotinylated RON2 peptide binding; Potency, µM (series often up to 58.2 µM), without a hit: at the top dose activity change, negative = inhibition, most hits filed as inhibitors; hit rate 0.2% among 360,000; AID 720542;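 further: potency means the concentration at half of the fitted maximal effect; 0% = vehicle wells and -100% = peptide control; nearly all actives have a fitted effect of over 45% in size; some results filed as inactive show a strong effect at the top dose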
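AMA1 (3D7) with his tag at 25 nM final met compounds first, then biotinylated RON2 peptide at 25 nM; detection used donor plus acceptor beads, 10 µg/mL apiece, read by AlphaScreen after 30 min at room temperature.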
FBPA Giardia inh: blocks Giardia fructose-bisphosphate aldolase activity; Potency, µM (titrated, usually from 59.6 µM), inactives show at the highest dose activity, negative = inhibition, usual class: inhibitors; purified Giardia FBPA; A8B2U2; hit rate 0.71% among 290,000; further: potency means the concentration at half of the fitted maximal effect; nearly all actives have a fitted effect of over 55% in size
Target sequence (A8B2U2 whole entry, looked up): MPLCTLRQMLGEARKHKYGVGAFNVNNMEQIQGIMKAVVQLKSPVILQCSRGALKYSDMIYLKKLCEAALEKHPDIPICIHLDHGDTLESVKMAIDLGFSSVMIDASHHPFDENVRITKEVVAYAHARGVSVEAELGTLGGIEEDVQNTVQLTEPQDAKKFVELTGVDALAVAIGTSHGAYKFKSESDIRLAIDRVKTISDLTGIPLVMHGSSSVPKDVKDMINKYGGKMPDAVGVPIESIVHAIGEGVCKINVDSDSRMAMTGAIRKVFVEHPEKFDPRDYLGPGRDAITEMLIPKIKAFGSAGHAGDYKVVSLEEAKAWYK
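40 nM FBPA preincubated 10 min at RT with compound (up to 57.5 uM final), then substrate plus GAPDH/TPI/NAD/arsenate coupling and diaphorase/resazurin added. Fluorescence read after 20 min at RT, 525/598 nm.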
AmpC inh no detg: inhibitors of E. coli AmpC beta-lactamase without detergent. AmpC nitrocefin hydrolysis, absorbance 480 nm, 0.0001% Triton. AID 485341. hit rate 0.52% among 330,000. P00811. Potency, µM (titrated, usually from 57.1 µM), without a hit: at the highest dose activity change, negative = inhibition, most hits filed as inhibitors;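 further: potency means the concentration at half of the fitted maximal effect; plate controls were no compound for no effect and no enzyme for full effect; nearly all actives have a fitted effect of over 20% in size; some results filed as inactive show a strong effect at the top dose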
Target sequence (P00811 whole entry, looked up): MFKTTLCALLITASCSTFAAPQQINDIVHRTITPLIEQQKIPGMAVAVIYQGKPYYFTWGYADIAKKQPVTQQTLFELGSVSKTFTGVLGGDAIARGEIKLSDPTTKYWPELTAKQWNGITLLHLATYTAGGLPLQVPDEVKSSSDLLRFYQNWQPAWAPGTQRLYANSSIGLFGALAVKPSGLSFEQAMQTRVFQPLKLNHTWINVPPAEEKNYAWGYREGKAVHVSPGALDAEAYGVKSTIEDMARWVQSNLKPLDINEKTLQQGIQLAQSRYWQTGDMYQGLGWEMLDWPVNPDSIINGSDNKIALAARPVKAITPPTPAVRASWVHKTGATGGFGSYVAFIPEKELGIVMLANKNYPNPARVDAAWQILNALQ
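AmpC (5.3 nM in the dispensed reagent) in 20 mM phosphate pH 7.0 with 0.01% (detergent screen) or 0.0001% Triton X-100 was preincubated with compounds for 15 min at room temperature. Nitrocefin was then added from an 800 uM solution, and hydrolysis was followed at 480 nm.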
AmpC detergent: inhibitors of E. coli AmpC beta-lactamase with detergent | AmpC hydrolysis of nitrocefin, absorbance 480 nm, 0.01% Triton | Potency, µM (doses to about 114 µM), for the others: at the top dose activity change, negative = inhibition, usual class: inhibitors | hit rate 0.041% among 370,000 | AID 485294;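 further: potency means the concentration at half of the fitted maximal effect; 0% = no-compound wells and -100% = no-enzyme wells; nearly all actives have a fitted effect of over 25% in size; some results filed as inactive show a strong effect at the top dose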
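20 mM phosphate pH 7.0 + 0.01% (detergent screen) or 0.0001% Triton X-100; 5.3 nM AmpC reagent; cpd preinc 15 min RT; nitrocefin (800 uM stock) to start; A480 q20 s × 4 min; Activity was normalised to no-enzyme and no-compound control wells.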
Starred values were filed as active, the others as inactive; ? = inconclusive; · = not tested or not shown; & = joins results of further samples; [ ] = another dose, or the depositor's remark. Unless noted, the call rests on the fitted dose curve; in most records, active means well fitted curve in the direction sought with a large enough effect; inconclusive means small, poorly fitted or top-dose-only effect, or another doubt; inactive means no such curve, though single readings can be large; an effect the other way counts as inactive or inconclusive. Unless noted, on the % scale 0 is the no-effect control and ±100 the full control effect. This is a random part of the collection, and some 7.8% of all compounds hit somewhere here.

Start of the listing, in advance:
Structure,Sm TGR block,HCMV inh,AMA1-RON2 inh,FBPA Giardia inh,AmpC inh no detg,AmpC detergent
CCOC(=O)c1cc(C)nc(SC)c1C#N,-4%,8,0%,8%,-11%,0%
Cc1cc(C)nc(SCCC(=O)Nc2ccccc2)n1,-14%,56,1%,·,-15%,0%

The listing, from the start:
Structure,Sm TGR block,HCMV inh,AMA1-RON2 inh,FBPA Giardia inh,AmpC inh no detg,AmpC detergent
CCOC(=O)c1cc(C)nc(SC)c1C#N,-4%,8,0%,8%,-11%,0%
Cc1cc(C)nc(SCCC(=O)Nc2ccccc2)n1,-14%,56,1%,·,-15%,0%
NC(=O)c1c(N)sc(=S)n1CC1CCCO1 (stereo unspecified),5%,-8,-3%,0%,-14%,-13%
O=c1c2c3c(sc2n2c(=S)[nH]nc2n1-c1ccccc1)CCC3,-7%,-12,40%[activator],-19%,-16%,-8%
CC(=O)c1ccc(NC(=O)CSc2nnc(NC(=O)C3CC3)s2)cc1,-1%,42,17%,·,-15%,3%
Cc1ccc(CN2CCN(/N=C/c3ccc(O)c(O)c3)CC2)cc1,32µM*,1,9%,-7%,-18%,?
Cn1c(=O)c2c(ncn2CC(=O)Nc2ccc(N3CCOCC3)cc2)n(C)c1=O,1%,19,-13%,·,·,-8%
Cc1cccc(N2CC(C(=O)Nc3ccccc3N3CCCC3)CC2=O)c1C (stereo unspecified),5%,-1,0%,·,23%,-19%
CCc1cccc(CC)c1NC(=O)COC(=O)c1cccc(-c2ccc(OC(C)=O)cc2)c1,-13%,21,5%,7%,-28%,-4%
CN(c1ccc(OCC(=O)N2CCCCC2)cc1)S(=O)(=O)c1cccs1,2%,-8,0%,8%,-3%,-13%
CC(C)c1ccc(S(=O)(=O)Nc2ccc(-n3cnnn3)cc2)cc1,-1%,-25,-6%,·,-29%,0%
O=C(O)c1ccccc1/C=N/NC(=O)C1CCCC1,0%,-3,15%,3%,-11%,-12%
Cc1ccc2[nH]cc(S(=O)(=O)c3ccc(F)cc3)c(=O)c2c1,-7%,-35,-11%,3%,-20%,-6%
O=C(c1cccc(S(=O)(=O)N2CCOCC2)c1)N1CCN(c2ccccc2)CC1,-26%,-19,7%[11.6 µM],·,39%,4%
C/C(CC(=O)Nc1ccc(OCc2ccccc2)cc1)=N\NC(=O)C(=O)Nc1cccc(C)c1,-1%,-36,37%[activator],-7%,-47%,?
CCCOc1cc(C)c(S(=O)(=O)NC2CC(C)(C)NC(C)(C)C2)cc1C,1%,?,-12%,19%,43%,2%
CC(=O)c1ccc(N2C(=O)N(Cc3ccc(F)cc3)c3ccccc3S2(=O)=O)cc1,2%,-6,·,·,·,0%
CSCC[C@H](NC(=O)NCCc1ccc(F)cc1)C(=O)O,-1%,-21,0%,1%,-10%,-14%
Cc1ccc(-c2nc(CSCC(=O)N3CCOCC3)c(C)o2)cc1,5%,-22,9%,7%,49%,-2%
O=C(C1CCCO1)N1CCN(C(=S)Nc2ccccc2F)CC1 (stereo unspecified),-1%,-17,7%,1%,-11%,-3%
CC(=O)Nc1nnc(SCC(=O)NC2CCCC2)s1,2%,75,-6%,-12%,-10%,-13%
O=C(CN1c2ccccc2Sc2ccccc21)N/N=C/c1ccccc1,13%,-27,-12%,-7%,-42%,0%
O=C(c1ccco1)N1CCN(S(=O)(=O)c2cc(Cl)ccc2Cl)CC1,-1%,12,-1%,12%,6%,6%
COc1ccc(S(=O)(=O)N(C)CC(=O)NCc2ccco2)cc1Cl,3%,12,-9%,-5%,-11%,-12%
O=C(NCC(F)(F)F)c1nn(Cc2ccccc2)c(=O)c2ccccc12,-1%,?,8%,-12%,5%,-6%
Cc1ccc(S(=O)(=O)NCCC(=O)Nc2cc(S(=O)(=O)N(C)C)ccc2C)cc1C,7%,-31,-8%,-8%,1%,8%
CC1CN(C2CCN(C(=O)c3ccccc3Cl)CC2)CC(C)O1 (stereo unspecified),-18%,-11,-3%,?,-14%,-3%
Cc1ccc(C(=O)NCCCc2ccccc2)c(Cl)c1,2%,104,-6%,-3%,-6%,-1%
COc1cc(OC)c2c(-c3cccc(-c4ccc(OC)c(OC)c4)c3)cc(=O)oc2c1,·,-30,0%,·,-2%,·
O=[N+]([O-])c1ccc(N/N=C/c2ccc[nH]2)cc1,-6%,?,-17%,18µM*,?,23%
CN1CCC(N(CCc2ccccc2)C(=O)CCC(=O)O)CC1,7%,16,-1%,-13%,-12%,-5%
CC(=O)Nc1c(C(=O)O)oc2ccc(Cl)cc12,3%,100,0%,16%,-12%,3%
CC(=O)N1CCN(C(=O)c2cc(S(=O)(=O)N(C)Cc3ccccc3)ccc2Cl)CC1,-24%,-5,11%,·,64%[activator],-13%
Cc1sc(NC(=O)CN2C(=O)NC3(CCCC3)C2=O)nc1-c1ccc(F)cc1,5%,-20,17%,·,25µM*,?
COc1ccccc1CNS(=O)(=O)c1ccc(N2CCCC2)cc1Br,·,-38,-8%,·,-30%,·
O=C(c1cnc2n(c1=O)CCS2)N1CCN(C(c2ccccc2)c2ccc(Cl)cc2)CC1 (stereo unspecified),-20%,·,-4%,2%,173%[activator],?
O=C(Oc1cc(Cl)cc(Cl)c1)c1cnc2n(c1=O)CCS2,?,32,18%,1%,25%,-9%
CC(C)CCNC(=O)C1CC(=O)N(CCc2ccccc2)C1 (stereo unspecified),10%,-18,19%,4%,0%,-8%
Cc1ccccc1NC(=O)c1ccc(-n2cncn2)nc1,16%,-2,-18%,-2%,8%,10%
CCc1cc(C(=O)NNC(=S)Nc2cc(C)ccc2C)cs1,-20%,-6,90%[activator],5%,-25%,-1%

Further structures follow:
SMILES | Sm TGR block | HCMV inh | AMA1-RON2 inh | FBPA Giardia inh | AmpC inh no detg | AmpC detergent
CCOC(=O)C1=C(C)NC(SC(C)=O)=NC1c1ccc(OC(C)=O)c(OC)c1 (stereo unspecified) | -14% | 32 | -3% | -16% | · | 1%
COc1ccc(CCNC(=O)c2nc(SCc3ccccc3F)ncc2Cl)cc1OC | 0% | ? | · | · | · | 5%
Nc1cc(Cl)ccc1Oc1ccccc1 | 2% | -20 | 28% | -2% | -20% | 5%
Cc1onc(-c2ccccc2)c1C(=O)NCCN1CCOCC1 | 1% | -16 | -12% | -3% | · | -6%
C=CCOC(=O)c1ccc(N2CCN(c3ccccc3)CC2)nc1 | 4% | -36 | 0% | -7% | -31% | 0%
CCOc1ccc(CCNC(=O)c2c(C)oc3ncn(C)c(=O)c23)cc1 | 0% | -14 | · | · | · | 7%
Nc1nc2ncc(-c3ccsc3)c(N)n2n1 | -6% | -11 | -3% | -1% | -1% | -2%
CCOC(=O)c1ccn(-c2nc(-c3ccco3)cc(C(F)(F)F)n2)n1 | ? | 4 | -2% | 7% | 47% | ?
COc1cc2c3c(c1)c(C1=NC(=S)NC1=O)c(O)n3C(C)(C)C=C2C | -2% | 9 | ? | -2% | -29% | ?
COc1ccccc1OCC(=O)NCC(c1ccc(Cl)cc1)N1CCCCC1 (stereo unspecified) | -11% | -5 | · | · | · | -3%
O=C(NCCCN1CCOCC1)c1ccc2c(c1)N(Cc1ccccc1)C(=O)c1ccccc1S2 | -4%&-5% | 0&-11 | -8% | · | 153%[activator] | 1%&9%
COc1ccc(N(CC(=O)N2CCN(Cc3ccccc3)CC2)S(C)(=O)=O)cc1OC | -17% | -2 | 0% | -2% | 8% | ?
COc1ccc(S(=O)(=O)N2CCC(c3cc(-c4cccc5ccccc45)n[nH]3)CC2)cc1 | -2% | 13 | -2% | -4% | -13% | -18%
O=C(C1CC1)N1CCN=C1SCc1ccc(F)cc1 | -13% | 15 | 7% | -1% | 14% | -8%
NNC(=O)c1ccc(OCC2CC(c3ccc(Cl)cc3)=NO2)cc1 (stereo unspecified) | 10% | -95* | 56%[activator] | 4% | -13% | 7%
Clc1ccc(COn2ccnc2)cc1Cl | -14% | -32 | 5% | 1% | -9% | -2%
COc1cccc(CN2CCNC(=O)C2CC(=O)NCc2cn3cccc(C)c3n2)c1OC (stereo unspecified) | 6% | -26 | -19% | 0% | 30% | 5%
COc1ccc(/C=N/NC(=O)c2ccccc2F)cc1CN1CCN(c2ccc(F)cc2)CC1 | 9% | 53 | ? | 0% | -7% | 2%
CC(C)(C)NC(=O)COC(=O)c1ccc(NC(=O)CC#N)cc1 | -10% | -9 | -10% | 2% | -41% | -1%
C#CCNC(=O)C1CCN(c2cc(C)nc(-c3ccccc3)n2)CC1 | · | -95* | 48%[activator] | 2% | -2% | -6%
Fc1cccc(-c2csc(-c3ccno3)n2)c1 | 6% | -6 | 13% | -1% | -23% | -4%
COc1cc(C)ccc1Oc1nc(-c2ccccc2O)nc2ccccc12 | 0% | -24 | 1% | -16% | -8% | -1%
COc1ccc(C(=O)Nc2cccc3nc(C)ccc23)c(OC)c1 | 4% | -28 | 2% | 1% | 111%[activator] | ?
O=C(Nc1ccc(S(=O)(=O)C(F)F)cc1)c1cccc(S(=O)(=O)N2CCOCC2)c1 | 6% | -18 | -9% | -5% | -44% | -14%
CCOc1ccc(NC(=S)NCc2nc3ccccc3[nH]2)cc1 | 0% | 3 | 31%[activator] | -11% | -45% | -10%
CCCC(c1nnnn1CCc1ccccc1)N1CCN(C(=O)c2ccco2)CC1 (stereo unspecified) | -15% | 46 | -4% | 5% | 26% | ?

Whole records, quoted from the list:
`C#CCNC(=O)C1CCN(c2cc(C)nc(-c3ccccc3)n2)CC1` is entered as Sm TGR block: ·; HCMV inh: -95*; AMA1-RON2 inh: 48%[activator]; FBPA Giardia inh: 2%; AmpC inh no detg: -2%; AmpC detergent: -6%
`O=C(C1CC1)N1CCN=C1SCc1ccc(F)cc1` is entered as Sm TGR block: -13%; HCMV inh: 15; AMA1-RON2 inh: 7%; FBPA Giardia inh: -1%; AmpC inh no detg: 14%; AmpC detergent: -8%
